# Screening data: PubChem BioAssay, National Center for Advancing Translational Sciences (NCATS)
# Lipid storage S3: qHTS Assay for Lipid Storage Modulators in Drosophila S3 Cells | 320,000 compounds, 0.64% hits | Drosophila S3 cells, BODIPY lipid droplet fluorescence, 18-24 h; cells fed with added oleic acid | lipid storage change, negative = inhibition, % at the top dose, mostly 46.1 µM; hits show Potency in µM; active = well fitted inhibition curve with a large enough effect in the signal ratio, with a control signal flat, not every such curve was filed as active; inconclusive = small, poorly fitted or top-dose-only effect, or effect the other way, or a change in a side signal; the % refers to the signal ratio
#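 Drosophila S3 cells loaded with oleic acid (400 uM, as added) and compounds at several concentrations; lipid droplets imaged by 488-nm laser-scanning cytometry, 500–530 nm intensity and object ratio to cell channel. Percent activity normalized to 20 uM Triacsin C.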
# Lipid storage S3 cell count max: recorded beside Lipid storage S3, whose call it bears; cell number change, %; measured here: cell count max response;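 cells counted by Cell Tracker Red CMTPX staining in the red channel; peak over a dose series mostly up to 46.1 µM; percent activity relative to internal control wells on each plate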
# * = called active by the depositor; i = inactive; u = inconclusive; x = no result given; [ ] = another dose, or the depositor's remark. % is set by controls: 0 for no effect and ±100 for the full control effect; potency is the fitted concentration of half-maximal effect.
# Values in the order – Lipid storage S3, Lipid storage S3 cell count max
Cc1ccc(S(=O)(=O)N(C)C)cc1NC(=S)N(C)C1CCN(C)CC1
  u, x
CCCCCCSc1cccc(-c2nc3cc(C)ccn3c2NCc2ccccc2)c1
  u, x
O=C(O)c1[nH]nc2c1COc1ccccc1-2
  u, x
CC(Nc1cccc2ccccc12)C(=O)N/N=C/c1ccccn1 (centres undefined)
  u, x
N#Cc1c(Oc2ccc3ccccc3c2)sc(C(=O)c2ccccc2)c1N
  u, x
Cc1noc(C)c1CS(=O)(=O)Cc1ccc(Cl)cc1
  i, -7
O=C1C=CCC(/C=C/c2ccccc2)O1 (centres undefined)
  u, x
CCOC(=O)C1CCN(C(=O)Cn2c(=O)c3cccn3c3cccnc32)CC1
  -5%, 5
CC(=O)c1ccccc1NC(=O)COC(=O)c1ccc2c(c1)nc(C)n2-c1ccccc1
  u, x
CCOc1ccc(NC(=O)N2CCN(Cc3ccc4c(c3)OCO4)CC2)cc1
  u, x
COc1ccc(C(C(=O)NCc2ccc(F)cc2)N(Cc2cccnc2)C(=O)c2snc(C(N)=O)c2N)cc1 (centres undefined)
  u, x
CCN(c1ccccc1)S(=O)(=O)c1ccc(C(=O)Nc2nnc(COC)o2)cc1
  -24%, -20
CCOC(=O)/C(C#N)=C/C1=C(N2CCCC2)CC(C)(C)OC1
  u, x
CC(C(=O)NCc1ccccn1)N1C(=O)c2ccccc2C1=O (centres undefined)
  u, x
COc1ccc2nc(/C=N/NC(=O)[C@H](C)NC(=O)OC(C)(C)C)ccc2c1
  u, x
CC(C)Oc1ccccc1OCCCOc1cccc2cccnc12
  u, x
Clc1cccc(Cl)c1CNCCCSc1ncccn1
  14%, 2
CC(Oc1ccc(Br)cc1)C(=O)Nc1ccncc1 (centres undefined)
  14%, 8
CC(OC(=O)c1cc(Br)ccc1O)C(=O)Nc1ccc(S(=O)(=O)N2CCCC2)cc1 (centres undefined)
  u, x
O=C(COC(=O)c1ccc2ncsc2c1)NCc1ccc(F)cc1
  1%, -18
C/C(CC(=O)Nc1ccc(F)cc1)=N\NC(=O)Cc1csc(N)n1
  6%, 2
CCOc1ccc(N2CC(C(=O)NCCc3c[nH]c4ccc(C)cc34)CC2=O)cc1 (centres undefined)
  u, x
N/C(=N\OC(=O)CC1CCCCC1)c1cccnc1
  0%, 3
COc1cccc(N2CCc3c(C)nc4ccc(Cl)cc4c32)c1
  -2%, -20
COc1ccc(CC(=O)O/N=C(\N)c2ccccn2)cc1
  17%, 18
O=S(=O)(c1cccc(Br)c1)N1CCN(C(=S)NCC2CCCO2)CC1 (centres undefined)
  u, x
Cc1cc(OCCN2CCOCC2)ccc1C(C)C
  u, x
CN(Cc1ccccc1)c1nc(N)c([N+](=O)[O-])c(Nc2cccc(F)c2)n1
  u, x
O=C(Nc1cccc(F)c1)c1cc(S(=O)(=O)N2CCOCC2)cs1
  5%, 13
COc1ccc(S(=O)(=O)c2c(N)n(Cc3ccco3)c3nc4ccccc4nc23)cc1
  u, x

# Filtered by structure: the compounds so far containing two or more sulfur atoms (3)
# Values in the order – Lipid storage S3, Lipid storage S3 cell count max
Cc1ccc(S(=O)(=O)N(C)C)cc1NC(=S)N(C)C1CCN(C)CC1
  u, x
O=S(=O)(c1cccc(Br)c1)N1CCN(C(=S)NCC2CCCO2)CC1 (centres undefined)
  u, x
O=C(Nc1cccc(F)c1)c1cc(S(=O)(=O)N2CCOCC2)cs1
  5%, 13

# The results go on:
# Values in the order – Lipid storage S3, Lipid storage S3 cell count max
CCC1CCCCN1C(=O)CN1C(=O)c2ccccc2S1(=O)=O (centres undefined)
  u, x
Cc1ccc(NC2OC(CO)C(O)C2O)cc1[N+](=O)[O-] (centres undefined)
  -8%, -2
Cc1c(C=O)c(=O)n(-c2ccccc2)n1-c1ccccc1
  u, x
CCC1CN(C(=O)NCc2ccccc2)c2cc(Cl)ccc2O1 (centres undefined)
  u, x
CCOC(=O)C1=C(c2ccccc2)NC(=S)NC1C (centres undefined)
  u, x
COC(=O)c1ccccc1NC(=O)Nc1ccc(Br)cn1
  u, x
Cc1cc(N2C(=O)C(O)=C(C(=O)c3cc4ccccc4o3)C2c2ccc(Br)cc2)no1 (centres undefined)
  u, x
CCCCNC(=O)c1cc2n(n1)C(C(F)(F)F)CC(c1ccccc1)N2 (centres undefined)
  u, x
COc1ccc(Cl)cc1NS(=O)(=O)c1cccc(C(=O)NCC(c2ccco2)N(C)C)c1 (centres undefined)
  i[0.369 µM], x
CN1CCN(c2ccc(Cl)cc2NC(=O)CN2C(=O)NC(C)(c3ccccc3)C2=O)CC1 (centres undefined)
  u, x

# Compounds above that have a thiophene ring, fused or not, in the order listed:
# Values in the order – Lipid storage S3, Lipid storage S3 cell count max
N#Cc1c(Oc2ccc3ccccc3c2)sc(C(=O)c2ccccc2)c1N
  u, x
O=C(Nc1cccc(F)c1)c1cc(S(=O)(=O)N2CCOCC2)cs1
  5%, 13

# Next part:
# Values in the order – Lipid storage S3, Lipid storage S3 cell count max
CCOC(=O)c1c(-c2ccccc2)csc1NC(=O)CSc1nnnn1C
  u, x
NC(=O)c1ccc(NC(=O)COC(=O)/C=C/c2ccc3c(c2)OCO3)cc1
  -2%, 10
Cc1cc(C)cc(C(=O)OCC(=O)N2CCCC2)c1
  4%, -1
O=C(NCc1ccncc1)C1CCN(S(=O)(=O)c2ccc(Cl)c(C(F)(F)F)c2)CC1
  u, x
COc1cccc(C2c3[nH]c4ccccc4c3CCN2C(=O)c2ccccc2F)c1OC (centres undefined)
  u, x
CCN1CCN(CCC(=O)Nc2ccc(F)c(F)c2)CC1
  u, x
Cc1c(NC(=O)COC(=O)CCC(=O)c2ccc(Cl)cc2)c(=O)n(-c2ccccc2)n1C
  u, x
Cc1ccc(OCCSc2nc3ccccc3n2CCC(=O)O)cc1
  -10%, 16
CCCS(=O)(=O)N1CCCC(C(=O)NCCCN2CCCC2=O)C1 (centres undefined)
  u, x
CC1CCCC1/C(=N/O)c1ccccc1 (centres undefined)
  15%, -4
CC(C)CCOCc1nc2sc3c(c2c(=O)[nH]1)CCC(C)C3 (centres undefined)
  u, x
COc1ccccc1CNC(=O)c1nn(C)c2c1CS(=O)(=O)c1ccccc1-2
  i, -1
O=C(Nc1ccc(Br)cc1)N1CCc2ccccc2C1
  i, -25
O=C(CCS(=O)(=O)Cc1ccccc1)N1CCN(c2ccc([N+](=O)[O-])cc2)CC1
  1%, 24
CC1CCC2(CC1)NC(=O)N(CC(=O)N1CCN(S(=O)(=O)c3ccccc3)CC1)C2=O (centres undefined)
  u, x
Cc1cccc(Cn2c(C(C)(C)C)cc3cccnc32)c1
  u, x
COc1cc(Nc2c3c(nc4ccccc24)CCCC3)cc(OC)c1OC
  u, x
Cc1ccc(NC(=O)CC2Oc3ccccc3NC2=O)c(C)c1 (centres undefined)
  u, x
Nc1n[nH]c(N)c1N=Nc1ccc2c(c1)OCO2
  u, x
Cc1ccc(OCc2cc(C(=O)N(C)Cc3cnc4ccccn34)no2)cc1C
  -2%, x
Cc1c(CCO)c(=O)[nH]n1S(=O)(=O)c1ccc(Cl)cc1Cl
  -17%, 8
COc1cc(C(=O)Nc2ccc(-c3nnc(-c4ccco4)o3)cc2)cc(OC)c1OC
  u, x
O=C(O)Cc1ccc(S(=O)(=O)Nc2ccccc2C(=O)O)cc1
  u, x
CCOC(=O)C1CCN(C(=O)Cc2cccs2)CC1
  u, x
O=c1c2cnn(-c3ccc(F)cc3)c2ncn1Cc1ccc(F)cc1
  4%, 2
CCOc1ccc(-n2c(Cc3cc(=O)[nH]c(=O)[nH]3)nnc2SC(C)C(=O)OC)cc1 (centres undefined)
  u, x
CC(=O)Nc1nnc(-c2ccc3c(c2)CCCC3)o1
  u, x
CCN=C1S/C(=C\c2cn(CC(=O)NCc3ccco3)c3ccccc23)C(=O)N1CC
  i, 3
OCC1(Cc2ccccc2)CCCN(Cc2ccc3c(c2)OCCO3)C1 (centres undefined)
  -1%, 14
COc1ccc(Cl)cc1NC(=O)CN(C)C(=O)c1cc2ccccc2cc1OC
  5%, 10
CCOc1cc(C(=O)Nc2cc3c(cc2N2CCOCC2)n(C)c(=O)n3C)cc(OCC)c1OCC
  u, x
S=C(NCc1cccnc1)Nc1cccc2ccccc12
  16%, x
Cc1csc(NC(=O)CSc2ccc([N+](=O)[O-])cn2)n1
  u, x
Cc1cc(C)n(CC(O)Cn2ccc3ccccc32)n1 (centres undefined)
  u, x
O=C1NC(c2ccccc2)CCO1 (centres undefined)
  u, x
O=C(CN1CCN(c2ccc(F)cc2)CC1)NCC1CCCO1 (centres undefined)
  u, x
COc1nsnc1NS(=O)(=O)c1ccc(NC(=S)NC(=O)c2cccnc2)cc1
  -9%, 21
Cc1nc([N+](=O)[O-])c(Br)n1CC(=O)c1ccc2ccccc2c1
  i, -5
COC(=O)c1ccccc1NS(C)(=O)=O
  u, x
Cc1cc(=O)[nH]c(SCCOc2cccc(C(F)(F)F)c2)n1
  u, x
CCN(CC)CCCn1c(=S)[nH]c2ncccc2c1=O
  u, x
Cc1ccc(S(=O)(=O)N2CCOCC2)cc1NC(=O)COC(=O)C1COc2ccccc2O1 (centres undefined)
  u, x
CC(=O)O[C@H]1CC[C@@]2(C)C(=CC[C@H]3[C@@H]4CC[C@H](C5(C)OCCO5)[C@@]4(C)CC[C@@H]32)C1
  u, x
COc1cccc(/C=C/C(=O)c2cccc([N+](=O)[O-])c2)c1
  u, x
Cc1ccc2c(c1)C=CC(C)N2C(=O)c1ccccc1 (centres undefined)
  u, x
COc1cccc(OCc2cc(/C=N/NC(=O)c3ccn[nH]3)ccc2OC)c1
  21%, -9
O=C1CC(/C=C/c2ccc(Cl)cc2)=Nc2ccccc2N1
  u, x
CSCCC(NS(=O)(=O)c1ccccc1F)C(=O)NCc1ccncc1 (centres undefined)
  -6%[0.0737 µM], x
Oc1ccc(Br)cc1Cn1nnc2ccccc21
  17%, -15
O=C(c1ccc2c(c1)OCO2)N1CCN(c2ccc(F)cc2)CC1
  22%, -14

# (more compounds)
# Values in the order – Lipid storage S3, Lipid storage S3 cell count max
CCS(=O)(=O)Nc1ccc(C(=O)NCCSc2ccccc2)cc1
  i, 5
COc1ccc2nc(C)cc(Nc3ccc(N4CCOCC4)cc3)c2c1
  i, -5
Cn1nc(C(F)(F)F)c2cc(C(=O)Nc3ccc(F)c(Cl)c3)sc21
  u, x
COCCn1c(SCC(=O)Nc2ccc(N3CCOCC3)cc2)nc2ccccc21
  9%, -6
Cc1ccc(Cl)cc1NC(=S)N(CCN(C)C)C(C)c1ccccn1 (centres undefined)
  6%, 26
C#Cc1ccc([C@H]2C=C(C(=O)N3CCN(Cc4ccc5c(c4)OCO5)CC3)O[C@@H](OCc3ccc(CO)cc3)C2)cc1
  -8%, -4
O=C(O)C1CC(=O)N(c2ccc3c(c2)OCCO3)C1 (centres undefined)
  i, 13
Cc1ccc(NC(=O)COC(=O)C2CSC3(C)CCC(=O)N23)c(C)c1 (centres undefined)
  u, x
CN(CC(=O)Nc1ccc(Cl)c(C(F)(F)F)c1)C(=O)CCN1C(=O)C2CCCCC2C1=O (centres undefined)
  u, x
O=C(Cc1ccc(Cl)cc1)Nc1ccc(-c2nnc(-c3ccco3)o2)cc1
  u, x

# 6 entries already listed, arranged by the value under Lipid storage S3 cell count max, ascending.
compound	Lipid storage S3 cell count max
COCCn1c(SCC(=O)Nc2ccc(N3CCOCC3)cc2)nc2ccccc21	-6
COc1ccc2nc(C)cc(Nc3ccc(N4CCOCC4)cc3)c2c1	-5
C#Cc1ccc([C@H]2C=C(C(=O)N3CCN(Cc4ccc5c(c4)OCO5)CC3)O[C@@H](OCc3ccc(CO)cc3)C2)cc1	-4
CCS(=O)(=O)Nc1ccc(C(=O)NCCSc2ccccc2)cc1	5
O=C(O)C1CC(=O)N(c2ccc3c(c2)OCCO3)C1 (centres undefined)	13
Cc1ccc(Cl)cc1NC(=S)N(CCN(C)C)C(C)c1ccccn1 (centres undefined)	26

# Next part.
# Values in the order – Lipid storage S3, Lipid storage S3 cell count max
CC(C)C[C@H](NC(=O)c1nc[nH]c1C(=O)NC1CCN(C(=O)OC(C)(C)C)CC1)C(=O)OCc1ccccc1
  u, x
CCC1C(=O)C(CC)C(c2ccccc2)NC1c1ccccc1 (centres undefined)
  -4%, -4
CCOC(=O)C1CCCN(CCC(=O)Nc2ccc(C)cc2)C1 (centres undefined)
  7%, 1
CCC(C)NC(=O)c1cn(CC)c2cc(N3CCN(C(=O)c4ccco4)CC3)c(F)cc2c1=O (centres undefined)
  u, x
NC(=S)C(c1ccccc1)c1ncc(C(F)(F)F)cc1Cl (centres undefined)
  i, 2
CCOc1ccc(CN2CCN(Cc3cc4ccccc4[nH]3)CC2CCO)cc1 (centres undefined)
  27%, -1
CCCN1CCN(C(=O)c2ccc(CS(=O)c3ccc(F)cc3)o2)CC1 (centres undefined)
  16%, x
COc1ccc(C(=O)NC2CCCc3c2cnn3-c2cc(F)cc(F)c2)c(OC)c1OC (centres undefined)
  i, x
Cc1ncsc1C(=O)Nc1nc2c(s1)CCCC2
  u, x
COc1ccc(-c2cn[nH]c2-c2ccc(OCc3ccccc3F)cc2O)cc1OC
  u, x
Cc1ccc2nc(NC(=O)CCNS(=O)(=O)c3ccc(Br)s3)sc2c1
  u, x
CC1(C)CC(=O)C(C2(O)C(=O)N(Cc3ccccc3)c3ccccc32)CO1 (centres undefined)
  u, x
Cc1cc(C)n(/N=C/c2ccccc2)c(=O)c1C#N
  i, 14
COC(=O)c1ccc(C(=O)Nc2cc(Cl)ccc2Cl)cc1NC(=O)c1ccccc1C
  u, x

# These rows are one share of the data; rates above refer to the full screens.
